Source: PubChem BioAssay (several laboratories)
MrgX1 antag – antagonists of human MrgX1 receptor, primary screen, HEK293 cells, Fluo-4 calcium flux. B-score at 10 µM. BAM8-22 antagonism; active compounds read low. hit rate 1.3% among 310,000. AID 588676, 2011;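 active = calcium-response B-score plate-corrected more than 3 library SD below zero, starting fluorescence within 5 deviations, no agonist response on first addition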;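 also: peak minus trough fluorescence over baseline after final BAM8-22 challenge near maximal dose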
HIF act – HIF pathway transcriptional activators, primary screen, cell-based, U2OS HRE-luciferase, luminescence | AID 1910, 2009 | hit rate 0.32% among 300,000 | U2OS HRE-luciferase reporter; normalized: DMSO 0%, desferrioxamine 100% | activation, % at 7.5 µM (by protocol);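 active = mean activation of at least 10% of the iron chelator positive control signal, with at least half of replicates also reaching 10%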
TRPC4 agonist – activators of mouse TRPC4 channel, primary screen, Fluo4 calcium, HEK293 TRPC4beta/mu-opioid cells; Short transient receptor potential channel 4 (Mus musculus), Q9QUQ5; Fluo4 calcium fluorescence; active compounds read high; B-score at 10 µM; hit rate 0.49% among 310,000;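 active = B-score above 5 SD of library B-scores, and initial fluorescence ratio not above library mean plus 5 SD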;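 also: positive B-score marks a calcium rise read as TRPC4 activation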
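Assay system: HEK293 stable line with TRPC4beta plus mu-opioid receptor. Times: dye 45 min RT, read 110 s. Measured by: kinetic Fluo4 calcium fluorescence. Measure: B score of integrated ratio. Controls: assay buffer as low control, maximal DAMGO as high control.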
TRPC6 act – mouse TRPC6 channel activators, primary screen, cell-based, HEK293, membrane potential dye; HEK293-TRPC6 membrane potential dye fluorescence; active compounds read high; B-score at 10 µM; Short transient receptor potential channel 6 (Mus musculus), Q61143; hit rate 0.13% among 310,000;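 active = B-score of the integrated fluorescence ratio above library mean plus 3 SD, and starting fluorescence ratio within library mean plus 5 SD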;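 also: higher score means more depolarization so channel activation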
Target sequence (Q61143 whole entry, looked up): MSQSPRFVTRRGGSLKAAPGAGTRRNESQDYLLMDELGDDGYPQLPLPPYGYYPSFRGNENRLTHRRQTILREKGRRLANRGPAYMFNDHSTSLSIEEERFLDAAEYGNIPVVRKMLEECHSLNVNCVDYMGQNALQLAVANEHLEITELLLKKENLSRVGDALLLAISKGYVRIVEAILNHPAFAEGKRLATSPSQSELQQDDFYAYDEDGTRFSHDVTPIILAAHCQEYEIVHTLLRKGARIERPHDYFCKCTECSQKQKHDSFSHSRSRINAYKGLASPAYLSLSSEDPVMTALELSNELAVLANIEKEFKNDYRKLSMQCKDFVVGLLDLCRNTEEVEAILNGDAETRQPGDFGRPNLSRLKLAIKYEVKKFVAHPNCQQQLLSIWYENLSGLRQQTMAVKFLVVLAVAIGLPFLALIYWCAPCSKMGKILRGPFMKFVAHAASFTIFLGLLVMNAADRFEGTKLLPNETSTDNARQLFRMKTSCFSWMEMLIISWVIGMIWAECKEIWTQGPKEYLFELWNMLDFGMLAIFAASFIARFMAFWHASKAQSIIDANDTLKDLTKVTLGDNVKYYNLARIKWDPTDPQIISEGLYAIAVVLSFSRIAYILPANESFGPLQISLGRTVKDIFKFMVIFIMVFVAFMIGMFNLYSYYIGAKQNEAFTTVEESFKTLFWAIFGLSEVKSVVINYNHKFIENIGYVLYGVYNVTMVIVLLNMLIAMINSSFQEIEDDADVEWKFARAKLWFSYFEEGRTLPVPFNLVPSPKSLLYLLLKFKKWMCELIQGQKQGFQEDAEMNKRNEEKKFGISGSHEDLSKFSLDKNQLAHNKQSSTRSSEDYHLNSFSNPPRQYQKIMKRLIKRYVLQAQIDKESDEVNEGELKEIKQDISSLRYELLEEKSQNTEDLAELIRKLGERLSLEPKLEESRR
TRPC4 potent – positive allosteric modulators of TRPC4, primary screen, cell-based, mouse TRPC4beta, HEK293 mu-opioid, Fluo-4 calcium; B-score at 10 µM; AID 2227, 2009; Short transient receptor potential channel 4 (Mus musculus), Q9QUQ5; hit rate 0.42% among 310,000; DAMGO EC20, Fluo-4 Ca2+ flux; active compounds read high;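 active = B-score of calcium response area above 5 SD of library B-scores, with initial fluorescence ratio within 5 SD of library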;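 also: B-score of integrated fluorescence ratio over time as area under calcium response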
SKKanGAS inh – S. pyogenes SKKanGAS growth inhibitors in kanamycin, primary screen, streptokinase expression inhibitor project, SKKanGAS strain, BacTiter-Glo luminescence. 6 h. inhibition, % at 7.5 µM. hit rate 1.3% among 300,000. AID 1662, 2009;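 active = mean replicate score, as percent of positive control median, at least 50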;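 also: strain carries kanamycin resistance gene driven by streptokinase promoter and grows in 40 µg/ml kanamycin; loss of luminescence reflects streptokinase promoter inhibition or plain growth inhibition; 0% = median of DMSO wells and 100% = positive control at its reference dose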
TRPC6 inh – mouse TRPC6 channel inhibitors, primary screen, cell-based, HEK293, membrane potential dye. Short transient receptor potential channel 6 (Mus musculus), Q61143. ACh-evoked depolarization; active compounds read low. B-score at 10 µM. hit rate 1.1% among 310,000;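 active = B-score under library mean minus 3 SD, initial fluorescence not abnormally high, positive integrated signal ratio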;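 also: B-score derived from integrated fluorescence ratio over the kinetic read; more negative B-score means stronger inhibition of depolarization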
TRPC4 block – inhibitors of mouse TRPC4 channel, primary screen, Fluo4 calcium, HEK293 TRPC4beta/mu-opioid cells; Short transient receptor potential channel 4 (Mus musculus), Q9QUQ5; DAMGO-evoked Fluo4 calcium flux; active compounds read low; B-score at 10 µM; hit rate 0.39% among 300,000;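 active = B-score over 3 SD under the library average, no early fluorescence shift, positive overall ratio signal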
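Material: HEK293 cells with stable TRPC4beta plus mu-opioid receptor expression; probe or stimulus: DAMGO in two steps, submaximal then maximal; technique: Fluo4 calcium fluorescence by kinetic imaging, 5 s 1 Hz baseline; measure: integrated fluorescence ratio relative to baseline, converted to per-well B score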
KLF5 inh – KLF5 expression inhibitors, primary screen, DLD-1 cells, luminescence | DLD-1 KLF5 promoter-luciferase reporter | AID 1700, 2009 | inhibition, % at 5 µM | hit rate 0.23% among 290,000;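 active = inhibition above a per-plate limit of that plate's mean compound inhibition plus 3 SD, cut at about 60% in these data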;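 also: 0% = DMSO wells and 100% = LY294002 at 200 µM; higher means less KLF5 promoter-driven luciferase light; inactives centre near -14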
aSyn UTR inh – MLPCN primary screen, SNCA 5' untranslated region | alpha-synuclein 5'UTR reporter, inhibitor activity | hit rate 0.82% among 300,000 | inhibition, % (tested at 7.5 µM); in the data active = inhibition above about 60%;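 also: H4 neuroglioblastoma cells stably carrying SNCA 5'UTR luciferase fusion; 0% = DMSO wells and 100% = positive control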
IEC-6 cytotox – cytotoxicity in IEC-6 intestinal epithelial cells, primary screen, cytotoxicity control for KLF5 inhibitor project, cell-based, luminescence | AID 1825, 2009 | IEC-6 cytotoxicity, luminescence viability | hit rate 0.78% among 290,000 | inhibition, % at 5 µM; in the data active = inhibition above about 22%;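 also: 0% = plate median of test compound wells and 100% = cytotoxic reference compound wells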
The depositor's hits bear a star.

How did CC(C)[C@H](NC(=O)N1CCC(Cc2ccccc2)CC1)C(=O)O do in these assays?
MrgX1 antag: inactive; HIF act: 1.0; TRPC4 agonist: inactive; TRPC6 act: inactive; TRPC4 potent: inactive; SKKanGAS inh: 7; TRPC6 inh: inactive; TRPC4 block: inactive; KLF5 inh: 11; aSyn UTR inh: 10; IEC-6 cytotox: -2

What do the screens show for `CCc1ccc2c(c1)C(=O)c1ccccc1C2=O`?
MrgX1 antag: inactive; HIF act: 2.9; TRPC4 agonist: inactive; TRPC6 act: inactive; TRPC4 potent: inactive; SKKanGAS inh: -19; TRPC6 inh: inactive; TRPC4 block: inactive; KLF5 inh: 41; aSyn UTR inh: -199; IEC-6 cytotox: 4

What do the screens show for `O=C(OC1C2CCC1C1CN(CCc3ccccc3)CC12)c1ccccc1` (stereo not drawn)?
MrgX1 antag: inactive; HIF act: 0.0; TRPC4 agonist: inactive; TRPC6 act: inactive; TRPC4 potent: inactive; SKKanGAS inh: 0; TRPC6 inh: inactive; TRPC4 block: -6*; KLF5 inh: 16; aSyn UTR inh: -7; IEC-6 cytotox: -9

What do the screens show for `CCc1ccccc1Nc1cc(C(=O)NCc2ccccn2)c2ccccc2n1`?
MrgX1 antag: inactive; HIF act: -0.2; TRPC4 agonist: inactive; TRPC6 act: inactive; TRPC4 potent: inactive; SKKanGAS inh: -1; TRPC6 inh: inactive; TRPC4 block: inactive; KLF5 inh: -20; aSyn UTR inh: -26; IEC-6 cytotox: 12

How did COc1ccc(CN2CNc3nc4ccccc4n3C2)cc1 do in these assays?
MrgX1 antag: inactive; HIF act: -0.2; TRPC4 agonist: inactive; TRPC6 act: inactive; TRPC4 potent: inactive; SKKanGAS inh: 4; TRPC6 inh: inactive; TRPC4 block: inactive; KLF5 inh: -18; aSyn UTR inh: -8; IEC-6 cytotox: 2

What do the screens show for `O=C1CCN(Cc2ccc([N+](=O)[O-])cc2)CCN1[C@H](CO)c1ccccc1`?
MrgX1 antag: inactive; HIF act: -0.1; TRPC4 agonist: inactive; TRPC6 act: inactive; TRPC4 potent: inactive; SKKanGAS inh: 1; TRPC6 inh: inactive; TRPC4 block: inactive; KLF5 inh: -28; aSyn UTR inh: 10; IEC-6 cytotox: -8

Results for Cc1ccc(N2Cc3ccccc3OC(C)C2=O)cc1 (stereo not drawn) ?
MrgX1 antag: inactive; HIF act: -0.6; TRPC4 agonist: inactive; TRPC6 act: inactive; TRPC4 potent: inactive; SKKanGAS inh: 10; TRPC6 inh: inactive; TRPC4 block: inactive; KLF5 inh: -13; aSyn UTR inh: -9; IEC-6 cytotox: -4

What do the screens show for `CCCN(CC(=O)Nc1ccccc1C)C(=O)c1ccc(N2CCCCC2)c([N+](=O)[O-])c1`?
MrgX1 antag: inactive; HIF act: -0.2; TRPC4 agonist: inactive; TRPC6 act: inactive; TRPC4 potent: inactive; SKKanGAS inh: -10; TRPC6 inh: inactive; TRPC4 block: inactive; aSyn UTR inh: 3

What do the screens show for `Cn1cccc1C(=O)NC(=O)CSc1nnc(C2CC2)n1-c1ccccc1`?
MrgX1 antag: inactive; HIF act: -0.6; TRPC4 agonist: inactive; TRPC6 act: inactive; TRPC4 potent: inactive; SKKanGAS inh: 1; TRPC6 inh: inactive; TRPC4 block: inactive; KLF5 inh: 11; aSyn UTR inh: 7; IEC-6 cytotox: 4

Results for COCCn1nnnc1SCC(=O)NCc1ccc2c(c1)OCO2 ?
MrgX1 antag: inactive; HIF act: -0.2; TRPC4 agonist: inactive; TRPC6 act: inactive; TRPC4 potent: inactive; SKKanGAS inh: 2; TRPC6 inh: inactive; TRPC4 block: inactive; KLF5 inh: -25; aSyn UTR inh: -11; IEC-6 cytotox: 7

What do the screens show for `NC(=O)NC(c1ccccc1)c1ccccc1F` (stereo not drawn)?
MrgX1 antag: inactive; HIF act: 0.1; TRPC4 agonist: inactive; TRPC6 act: inactive; TRPC4 potent: inactive; SKKanGAS inh: -6; TRPC6 inh: inactive; TRPC4 block: inactive; KLF5 inh: -18; aSyn UTR inh: 4; IEC-6 cytotox: 6

What do the screens show for `O=C(CSc1nc(=O)n2ccccc2n1)N1CCN(c2ccccc2)CC1`?
MrgX1 antag: inactive; HIF act: -0.1; TRPC4 agonist: inactive; TRPC6 act: inactive; TRPC4 potent: inactive; SKKanGAS inh: 0; TRPC6 inh: inactive; TRPC4 block: inactive; aSyn UTR inh: -2

What do the screens show for `COc1ccccc1NC(=O)CSc1nnc(CNC(=O)c2cccs2)o1`?
MrgX1 antag: inactive; HIF act: 2.0; TRPC4 agonist: inactive; TRPC6 act: inactive; TRPC4 potent: inactive; SKKanGAS inh: -6; TRPC6 inh: inactive; TRPC4 block: inactive; KLF5 inh: -34; aSyn UTR inh: -4; IEC-6 cytotox: -8

What do the screens show for `CCOC(=O)C1=C(C)NC(C)=C(C(=O)OCC)C1c1cccc(C)n1`?
MrgX1 antag: inactive; HIF act: -0.2; TRPC4 agonist: inactive; TRPC6 act: inactive; TRPC4 potent: inactive; SKKanGAS inh: -6; TRPC6 inh: inactive; TRPC4 block: inactive; KLF5 inh: -23; aSyn UTR inh: -33; IEC-6 cytotox: 6

What do the screens show for `COc1ccc(CNC(=O)COC(=O)c2c[nH]c(=O)[nH]c2=O)cc1OC`?
MrgX1 antag: inactive; HIF act: 0.1; TRPC4 agonist: inactive; TRPC6 act: inactive; TRPC4 potent: inactive; SKKanGAS inh: 2; TRPC6 inh: inactive; TRPC4 block: inactive; KLF5 inh: -11; aSyn UTR inh: 3; IEC-6 cytotox: -4

Some of these compounds in order of length of the SMILES, lowest first:
What do the screens show for `CCc1ccccc1Nc1cc(C(=O)NCc2ccccn2)c2ccccc2n1`?
MrgX1 antag: inactive; HIF act: -0.2; TRPC4 agonist: inactive; TRPC6 act: inactive; TRPC4 potent: inactive; SKKanGAS inh: -1; TRPC6 inh: inactive; TRPC4 block: inactive; KLF5 inh: -20; aSyn UTR inh: -26; IEC-6 cytotox: 12

What do the screens show for `Cn1cccc1C(=O)NC(=O)CSc1nnc(C2CC2)n1-c1ccccc1`?
MrgX1 antag: inactive; HIF act: -0.6; TRPC4 agonist: inactive; TRPC6 act: inactive; TRPC4 potent: inactive; SKKanGAS inh: 1; TRPC6 inh: inactive; TRPC4 block: inactive; KLF5 inh: 11; aSyn UTR inh: 7; IEC-6 cytotox: 4

What do the screens show for `O=C1CCN(Cc2ccc([N+](=O)[O-])cc2)CCN1[C@H](CO)c1ccccc1`?
MrgX1 antag: inactive; HIF act: -0.1; TRPC4 agonist: inactive; TRPC6 act: inactive; TRPC4 potent: inactive; SKKanGAS inh: 1; TRPC6 inh: inactive; TRPC4 block: inactive; KLF5 inh: -28; aSyn UTR inh: 10; IEC-6 cytotox: -8

More entries follow.
Results for C1CN=C(NC23CC4CC(CC(C4)C2)C3)C1 ?
MrgX1 antag: inactive; HIF act: -0.2; TRPC4 agonist: inactive; TRPC6 act: inactive; TRPC4 potent: inactive; SKKanGAS inh: -2; TRPC6 inh: inactive; TRPC4 block: inactive; KLF5 inh: -14; aSyn UTR inh: -19; IEC-6 cytotox: -4

Results for COC(=O)c1c(NC(=O)CSc2nc3ccccc3c(=O)n2-c2ccccc2)sc(C)c1C ?
MrgX1 antag: inactive; HIF act: -0.1; TRPC4 agonist: inactive; TRPC6 act: inactive; TRPC4 potent: inactive; SKKanGAS inh: 15; TRPC6 inh: inactive; TRPC4 block: inactive; KLF5 inh: 0; aSyn UTR inh: 41; IEC-6 cytotox: -5

What do the screens show for `COc1cc2c(cc1OC)C(c1cccs1)N(C(=O)c1cccnc1)CC2` (stereo not drawn)?
MrgX1 antag: inactive; HIF act: 1.9; TRPC4 agonist: inactive; TRPC6 act: inactive; TRPC4 potent: inactive; SKKanGAS inh: 1; TRPC6 inh: inactive; TRPC4 block: inactive; KLF5 inh: 40; aSyn UTR inh: -12; IEC-6 cytotox: 46*

How did O=C(c1cccc(C(F)(F)F)c1)C1CCCN(C(=O)Cn2cncn2)C1 (stereo not drawn) do in these assays?
MrgX1 antag: inactive; HIF act: 11*; TRPC4 agonist: inactive; TRPC6 act: inactive; TRPC4 potent: inactive; SKKanGAS inh: 1; TRPC6 inh: inactive; TRPC4 block: inactive; KLF5 inh: -21; aSyn UTR inh: -2; IEC-6 cytotox: -11

How did Cc1ccccc1NC(=S)N1CCN(Cc2ccc3c(c2)OCO3)CC1 do in these assays?
MrgX1 antag: inactive; HIF act: -1.2; TRPC4 agonist: inactive; TRPC6 act: inactive; TRPC4 potent: inactive; SKKanGAS inh: -3; TRPC6 inh: inactive; TRPC4 block: inactive; KLF5 inh: 2; aSyn UTR inh: -1; IEC-6 cytotox: 0

What do the screens show for `O=C(Nc1ccc(F)cc1)c1cnc(-c2ccccc2)nc1-c1ccccc1`?
MrgX1 antag: inactive; HIF act: 0.3; TRPC4 agonist: inactive; TRPC6 act: inactive; TRPC4 potent: inactive; SKKanGAS inh: 11; TRPC6 inh: inactive; TRPC4 block: inactive; KLF5 inh: -2; aSyn UTR inh: -16; IEC-6 cytotox: -1

What do the screens show for `COc1ccc(Sc2nnc(Cc3ccccc3)c3ccccc23)cc1`?
MrgX1 antag: inactive; HIF act: 0.6; TRPC4 agonist: inactive; TRPC6 act: inactive; TRPC4 potent: inactive; SKKanGAS inh: 12; TRPC6 inh: inactive; TRPC4 block: inactive; KLF5 inh: -15; aSyn UTR inh: -73; IEC-6 cytotox: -2

Results for Cc1cccc2nc(COc3ccc(-c4ccccc4)cc3)cn12 ?
MrgX1 antag: inactive; HIF act: 1.3; TRPC4 agonist: inactive; TRPC6 act: inactive; TRPC4 potent: inactive; SKKanGAS inh: 24; TRPC6 inh: inactive; TRPC4 block: inactive; KLF5 inh: -27; aSyn UTR inh: -121; IEC-6 cytotox: 2

What do the screens show for `CN1CCN(Cc2c(O)ccc3c2oc(=O)c2ccccc23)CC1`?
MrgX1 antag: inactive; HIF act: 0.3; TRPC4 agonist: inactive; TRPC6 act: inactive; TRPC4 potent: inactive; SKKanGAS inh: 6; TRPC6 inh: inactive; TRPC4 block: inactive; KLF5 inh: -4; aSyn UTR inh: -4; IEC-6 cytotox: 1
